Source: PubChem
Vif inh: inhibitors of HIV Vif; HEK293T cells, Vif self-association by quenched fluorescence, imaging, 24 h; inhibition, % at 7.49 µM; actives 0.35% (n = 340,000); in the data active means inhibition above about 50%, passing the limit was not always enough; further: some results filed as inactive read as strong as hits
NR2E3 ag-1: human photoreceptor-specific nuclear receptor agonism; inhibition of corepressor binding, % at 3.98 µM; actives 0.35% (n = 360,000); AID 602229; CHO-S Gal4-NCOR/VP16-NR2E3 two-hybrid, luciferase;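 active means inhibition above the mean of all tested compounds plus 3 SD, cut at about 70% in these data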;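 further: 0% = DMSO with NR2E3 transfected cells and 100% = cells lacking NR2E3 construct; higher means lower luciferase signal from less NR2E3 corepressor binding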
Target sequence (Q9Y5X4 whole entry, looked up, the tested form may be a part): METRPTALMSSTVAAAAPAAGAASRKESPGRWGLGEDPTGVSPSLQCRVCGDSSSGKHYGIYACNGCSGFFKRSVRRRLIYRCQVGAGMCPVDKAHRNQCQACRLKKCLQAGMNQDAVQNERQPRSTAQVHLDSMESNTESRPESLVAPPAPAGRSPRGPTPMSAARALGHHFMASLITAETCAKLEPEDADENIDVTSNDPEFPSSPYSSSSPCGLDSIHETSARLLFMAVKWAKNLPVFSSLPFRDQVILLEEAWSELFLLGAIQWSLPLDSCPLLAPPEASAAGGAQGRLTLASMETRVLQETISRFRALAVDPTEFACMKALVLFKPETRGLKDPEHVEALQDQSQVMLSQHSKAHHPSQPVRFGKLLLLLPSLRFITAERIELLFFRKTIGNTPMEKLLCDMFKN
CF NFkB inh: blocks PAF-induced NF-kB reporter in cystic fibrosis cells; KKLEB NF-kB-GFP reporter, GFP fluorescence overnight; inhibition, % at 5 µM; actives 0.86% (n = 360,000); AID 588850;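 active means at least 50% inhibition at 5 µM, scaled per plate between neutral and stimulator controls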;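 further: PAF is a Pseudomonas aeruginosa culture filtrate used as stimulus; plate controls were PAF-stimulated DMSO wells for no effect and unstimulated DMSO wells for full effect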
HIF-2a inh: HIF-2a inhibition. 786-0 RCC cells HIF-2a reporter, luciferase luminescence, overnight. inhibition, % at 18.8 µM. actives 0.72% (n = 360,000);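 active means inhibition of the luminescence signal of 40% or more relative to plate controls, in a single-dose primary screen at 18.75 µM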
PDI turbidity: PDI (human) enzyme inhibition; inhibition, % at 10 µM; AID 588391; P07237; PDI insulin aggregation turbidity, A650, 90 min; actives 0.052% (n = 350,000);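 active means mean inhibition across replicates of 30% or more, whatever share of single replicates reach that level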;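 further: absorbance from insulin aggregation driven by PDI reduction with DTT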
Target sequence (P07237 whole entry, looked up): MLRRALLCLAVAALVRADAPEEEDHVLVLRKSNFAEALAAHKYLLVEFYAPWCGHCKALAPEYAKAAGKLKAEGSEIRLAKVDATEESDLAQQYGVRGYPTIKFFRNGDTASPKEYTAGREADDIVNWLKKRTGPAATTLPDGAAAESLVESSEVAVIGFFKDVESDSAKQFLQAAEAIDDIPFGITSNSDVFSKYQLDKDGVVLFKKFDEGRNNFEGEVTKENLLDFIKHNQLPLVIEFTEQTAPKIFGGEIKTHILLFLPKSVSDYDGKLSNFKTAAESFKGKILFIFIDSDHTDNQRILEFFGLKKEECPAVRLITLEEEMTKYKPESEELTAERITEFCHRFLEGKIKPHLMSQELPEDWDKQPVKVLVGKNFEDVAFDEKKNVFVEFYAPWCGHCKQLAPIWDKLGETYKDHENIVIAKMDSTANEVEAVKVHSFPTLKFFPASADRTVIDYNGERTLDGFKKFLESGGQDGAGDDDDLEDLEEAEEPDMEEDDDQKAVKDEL
MITF TRPM1 inh: reduces MITF-dependent TRPM1 promoter luciferase signal; SK-MEL-5 TRPM1 promoter luciferase, 24 h; AID 488899; inhibition, % at 12.5 µM; actives 0.83% (n = 330,000);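 active means mean inhibition across replicates of 60% or more, whatever share of single replicates reaches that level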; further: values of inactives mirror those of a sister screen read the other way
Peg3 prom inh: reduces Peg3 promoter-driven luciferase expression in HeLa | inhibition, % at 20 µM | HeLa PEG-Prom luciferase reporter, luminescence, overnight | actives 1.7% (n = 360,000) | AID 588405;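 active means inhibition of at least 50% at 20 µM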
Shn3 3UTR inh: Schnurri-3 reporter inhibition in Clone20 osteoblasts; actives 0.52% (n = 360,000); inhibition, % at 12.5 µM; Clone20 osteoblast Shn3 3'UTR firefly luciferase, 24 h;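 active means mean inhibition of at least 75% with every replicate also reaching 75%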;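 further: 0% = median of neutral control wells and 100% = pilot-screen positive control compound; some compounds past the cut are filed as inactive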
CaV13 FRET inh: Primary screen for inhibitors of IQ motif and Ca2+-dependent inactivation inhibitor domain binding in CACNA1D, Förster resonance energy transfer in living cells, …; inhibition, % at 12.3 µM; HEK cells, CFP/YFP FRET ICDI-IQ, plate reader, 10 min; percent FRET-ratio fall versus neutral wells; actives 0.098% (n = 340,000);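 active means mean replicate inhibition of at least 30% and at least 1% of replicates passing that level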;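 further: 0% = median of the neutral control wells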
NR2E3 ag-2: NR2E3 (human) agonism | GST-NR2E3/biotin-RetCOR TR-FRET, 1536-well | inhibition of corepressor binding, % at 4.78 µM | Q9Y5X4 | AID 2300 | actives 0.12% (n = 320,000);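 active means percent inhibition above the cutoff of mean plus 3 SD of all tested compounds, set per screening campaign, cut at about 20% in these data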;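 further: 0% = DMSO wells and 100% = biotin wells as full block of FRET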
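Test system – NR2E3–RetCOR corepressor complex · Quantity – NR2E3 fusion 1.35 nM · Buffer or medium – Tris pH 7.5 · Incubation – Compound–protein incubation for 5 h at 4 °C · Technique – TR-FRET, Eu(K)-anti-GST donor, streptavidin-D2 acceptor, ex 340, em 617/671 nm · Evaluation – percent inhibition of 671/617 nm emission ratio versus biotin and DMSO controls · Plate – 1536-well format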
KKLEB cytotox: CF airway cell cytotoxicity counter-screen; AID 602141; KKLEB CF airway cells viability, ATPlite luminescence, overnight; stronger effect = lower value; cells stimulated with P. aeruginosa culture filtrate; activity change (cytotoxicity), % at 5 µM; actives 0.36% (n = 360,000);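 active means corrected activity change at or below -50% at 5 µM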
* marks the source's active call; other numbers are inactive results; . = no result given.

nr	Structure	Vif inh	NR2E3 ag-1	CF NFkB inh	HIF-2a inh	PDI turbidity	MITF TRPM1 inh
1	CCN(CC)C1CCN(C(=O)CCn2nnnc2CN2CCOCC2)C1 (stereo not drawn)	14	13	17	-24	1	12
2	CN(Cc1c(F)cccc1Cl)C(=O)c1ccc(NS(=O)(=O)c2ccc3[nH]c(=O)[nH]c3c2)cc1	11	13	4	14	-12	-9
3	O=C(COC(=O)c1ccc(OC(F)F)cc1)Nc1cccc(S(=O)(=O)NC2=NCCC2)c1	2	0	5	4	-4	-6
4	O=C(Nc1ccc(Cl)c(S(=O)(=O)N2CCOCC2)c1)C1CCC1	-7	-10	8	15	-9	7
5	CCCCn1nc2cc(C(=O)NCc3ccc4c(c3)OCO4)ccc2c1OCC	1	-17	-29	-18	0	4
6	CCN(CC)CCNC(=O)C1c2ccccc2Oc2ccccc21	-9	-4	-10	14	-18	-2
7	O=c1c(O)cccc2cc(O)c(O)c(O)c12	-3	9	-10	25	-3	34
8	CCN1CCN(C(=S)c2ccc(OCC(=O)Nc3ccc(OC)cc3)cc2)CC1	-2	6	-6	10	-7	-3

nr	Peg3 prom inh	Shn3 3UTR inh	CaV13 FRET inh	NR2E3 ag-2	KKLEB cytotox
1	6	1	-6	6	0
2	-4	-4	-7	-2	4
3	19	-9	-5	5	-15
4	8	8	-6	0	-5
5	4	4	-5	3	1
6	-13	0	-5	-4	9
7	19	-24	-2	16	1
8	11	28	-5	-2	2

Additional entries:
nr	Structure	Vif inh	NR2E3 ag-1	CF NFkB inh	HIF-2a inh	PDI turbidity	MITF TRPM1 inh
9	O=C(CSc1nc(-c2ccccc2)cs1)Nc1ccccc1[N+](=O)[O-]	-4	10	-4	-59	-4	-12
10	CCOC(=O)C(NC(=O)Nc1ccc(F)cc1F)(Oc1ccccc1)C(F)(F)F (stereo not drawn)	-2	-19	1	2	2	-2
11	Cn1c(=O)[nH]c(=O)c2c1nc(NC1CCCCC1)n2CCO	5	1	-2	2	1	-1
12	CCc1ccc(C(=O)NCc2cccs2)s1	.	-79	18	-218	4	-98
13	CCNC(=O)NCCc1c[nH]c2ccc(Cl)cc12	-15	-1	-5	-56	-5	-14
14	COc1ccccc1NC(=O)COC(=O)C1CC(=O)N(c2ccc3c(c2)OCCO3)C1 (stereo not drawn)	20	-24	8	12	2	-1
15	N#Cc1c(N)nc2c3c(sc(=N)c2c1N)NC(=O)CC3c1ccccc1 (stereo not drawn)	14	-13	10	9	0	6
16	COc1ccc(Cc2nnc(Nc3ccccc3OC)[nH]c2=O)cc1	2	-19	-5	9	7	2

nr	Peg3 prom inh	Shn3 3UTR inh	CaV13 FRET inh	NR2E3 ag-2	KKLEB cytotox
9	-7	-7	-6	2	0
10	2	-2	-9	-1	3
11	10	3	-5	4	2
12	-157	-7	-4	3	-7
13	-26	-19	-5	0	-1
14	-16	-2	-5	.	8
15	23	-7	-3	8	-11
16	6	16	-4	2	5

(further entries)
nr	Structure	Vif inh	NR2E3 ag-1	CF NFkB inh	HIF-2a inh	PDI turbidity	MITF TRPM1 inh
17	O=C(CSc1n[nH]c(=O)n1C1CC1)NCc1ccccc1Cl	-1	17	-3	-1	-3	16
18	O=C(O)c1ccc(NS(=O)(=O)c2ccc3c(c2)OCCCO3)cc1	-3	17	-4	1	-3	-5
19	CCC1CN(C(=O)N2CCC(C(=O)NCc3ccc(F)cc3)CC2)c2ccccc2O1 (stereo not drawn)	-4	-10	6	14	-2	14
20	COc1cc(NC(=O)c2ccc(N3CC4CC(C3)c3cccc(=O)n3C4)c(NC(=O)c3ccncc3)c2)cc(OC)c1OC (stereo not drawn)	-2	7	-12	17	8	-2
21	COc1cc(/C=N/NC(=O)CCn2nc(C)cc2C)ccc1O	-4	-8	0	18	-2	-7
22	CCc1nnc(NC(=O)CSc2nnc(-c3ccoc3C)n2-c2ccc(C)cc2)s1	-16	-16	-22	14	0	0
23	COc1ccc(C2(c3ccc(OC)cc3)NC(=O)N(Cn3nnc4ccccc4c3=O)C2=O)cc1	-39	-13	9	21	2	7
24	CC(C)(C)OC(=O)N1CCC[C@H]1C(=O)N/N=C/c1cccc2nccnc12	-6	-22	1	14	-15	.

nr	Peg3 prom inh	Shn3 3UTR inh	CaV13 FRET inh	NR2E3 ag-2	KKLEB cytotox
17	9	7	9	-5	-5
18	13	7	2	0	-8
19	20	17	-7	1	-4
20	3	-16	-2	-1	-8
21	8	.	-4	0	9
22	7	-9	-5	0	11
23	19	9	-5	1	-9
24	-5	-13	-21	-4	2

Next records.
nr	Structure	Vif inh	NR2E3 ag-1	CF NFkB inh	HIF-2a inh	PDI turbidity	MITF TRPM1 inh
25	N#C/C(=C\c1ccccc1)C(=O)Nc1cc(S(=O)(=O)N2CCOCC2)ccc1N1CCCC1	3	-10	17	24	-15	2
26	CCn1c(/C=C/c2ccc([N+](=O)[O-])o2)nc2ccccc2c1=O	32	10	9	57*	-1	76*
27	Cc1ccc(-n2c(N)c(C(=O)NCc3cccnc3)sc2=S)cc1	-10	-3	-3	-5	4	6
28	CCOC(=O)C1CCC(CNCc2ccccc2C)CC1 (stereo not drawn)	-6	-8	5	9	5	-20
29	COc1ccc([C@H]2CC(=O)C=C(c3cccc(Cl)c3)C2)cc1	-3	-17	16	-69	-4	-4
30	CCOc1ccc(CCNC(=O)C2CCN(S(=O)(=O)N3CCOCC3)CC2)cc1OCC	3	-16	12	14	0	6
31	O=C(COc1ccc(F)cc1)N(c1ccccn1)C1CCCCC1	3	-8	8	17	2	-3
32	Cc1ccc(Cl)cc1NC(=O)Cn1c(C)csc1=O	-2	1	-1	8	-11	6

nr	Peg3 prom inh	Shn3 3UTR inh	CaV13 FRET inh	NR2E3 ag-2	KKLEB cytotox
25	7	-5	6	-3	-12
26	93*	97*	-6	-3	-8
27	-8	40	2	6	8
28	-3	-18	-19	4	-3
29	-23	-18	-5	1	7
30	5	-8	-4	-1	-5
31	11	-20	-3	0	-12
32	5	8	-4	1	-6

Another view of some results above.
(30) CCOc1ccc(CCNC(=O)C2CCN(S(=O)(=O)N3CCOCC3)CC2)cc1OCC
(25) N#C/C(=C\c1ccccc1)C(=O)Nc1cc(S(=O)(=O)N2CCOCC2)ccc1N1CCCC1
(27) Cc1ccc(-n2c(N)c(C(=O)NCc3cccnc3)sc2=S)cc1

| Compound | 30 | 25 | 27 |
| --- | --- | --- | --- |
| Vif inh | 3 | 3 | -10 |
| NR2E3 ag-1 | -16 | -10 | -3 |
| CF NFkB inh | 12 | 17 | -3 |
| HIF-2a inh | 14 | 24 | -5 |
| PDI turbidity | 0 | -15 | 4 |
| MITF TRPM1 inh | 6 | 2 | 6 |
| Peg3 prom inh | 5 | 7 | -8 |
| Shn3 3UTR inh | -8 | -5 | 40 |
| CaV13 FRET inh | -4 | 6 | 2 |
| NR2E3 ag-2 | -1 | -3 | 6 |
| KKLEB cytotox | -5 | -12 | 8 |

Filtered by structure: those above containing a nitro group on carbon.
nr	Structure	Vif inh	NR2E3 ag-1	CF NFkB inh	HIF-2a inh	PDI turbidity	MITF TRPM1 inh
9	O=C(CSc1nc(-c2ccccc2)cs1)Nc1ccccc1[N+](=O)[O-]	-4	10	-4	-59	-4	-12
26	CCn1c(/C=C/c2ccc([N+](=O)[O-])o2)nc2ccccc2c1=O	32	10	9	57*	-1	76*

nr	Peg3 prom inh	Shn3 3UTR inh	CaV13 FRET inh	NR2E3 ag-2	KKLEB cytotox
9	-7	-7	-6	2	0
26	93*	97*	-6	-3	-8

Continuation:
nr	Structure	Vif inh	NR2E3 ag-1	CF NFkB inh	HIF-2a inh	PDI turbidity	MITF TRPM1 inh
33	COc1ccc(CCC(=O)Nc2nccs2)cc1OC	-5	-6	-18	-2	-5	7
34	COC(=O)N/N=C(\C)c1ccc(Br)cc1	15	-39	1	-74	3	-42
35	C=C(C)CNC(=S)NNC(=O)CCn1c2ccccc2c2ccccc21	-3	-2	12	8	-3	15
36	Cn1c(SCc2nc3ccccc3s2)nnc1-c1cccs1	-4	-99	10	-149	3	-21
37	CCN(CC)C(=O)C1=C(C)N(Cc2ccc(OC)cc2)C(=O)C(CC(=O)NCC2CCCCC2)C1 (stereo not drawn)	-1	15	-9	-12	7	.
38	Oc1ccc(-c2csc(-c3c[nH]c4ccccc34)n2)c(O)c1	-8	-95	-17	-206	-3	-54
39	COCCNC(=O)c1ccc(CSCc2cccc(Cl)c2)o1	-13	-27	6	16	14	-7
40	CC(C)(C)c1nc(SCC(=O)Nc2ccc(N3CCOCC3)cc2)c2ccccc2n1	-13	-3	13	4	2	15

nr	Peg3 prom inh	Shn3 3UTR inh	CaV13 FRET inh	NR2E3 ag-2	KKLEB cytotox
33	4	-6	-20	5	-6
34	-94	-5	.	4	-2
35	0	-8	-6	2	5
36	-106	-30	.	-1	2
37	8	-6	-7	.	6
38	-243	-60	-14	0	-6
39	-13	4	-20	3	-3
40	21	8	-7	-3	7

(listing goes on)
nr	Structure	Vif inh	NR2E3 ag-1	CF NFkB inh	HIF-2a inh	PDI turbidity	MITF TRPM1 inh
41	Cc1cnc(CN(C)Cc2nc(Cc3cccc(C(F)(F)F)c3)no2)[nH]1	11	-18	-3	11	-1	8
42	CCC(C)NC(=O)CN1C(=O)CC(C)(C)S(=O)(=O)c2ccccc21 (stereo not drawn)	17	-8	-5	1	.	1
43	CCc1cccc(NC(=O)C2CCN(S(=O)(=O)c3ccc4c(c3)CC(C)N4C(C)=O)CC2)c1 (stereo not drawn)	-26	12	8	13	8	16
44	Cc1cc(C)cc(NC(=O)c2cccc(NC(=O)C3C4CC5OC(=O)C3C5C4)c2)c1 (stereo not drawn)	-6	0	-4	-21	3	-7
45	CC#C[C@]1(O)CC[C@H]2[C@@H]3CCC4=CC(=O)CCC4=C3[C@@H](c3ccc(N(C)C)cc3)C[C@@]21C	-4	-38	43	3	-3	-3
46	CC(C)(C)N(Cc1ccccc1)C(=O)CCc1ccccc1	2	24	10	20	3	-1

nr	Peg3 prom inh	Shn3 3UTR inh	CaV13 FRET inh	NR2E3 ag-2	KKLEB cytotox
41	13	-9	-6	5	10
42	4	-5	-2	-3	11
43	27	59	-6	3	-4
44	2	4	-7	4	10
45	13	14	-6	1	-7
46	8	7	-5	0	2
